High-throughput results as filed in PubChem BioAssay.
PGC1a acetyl inh: PGC1a acetylation modulation, inhibitor mode | U2OS PGC1a acetylation, AlphaScreen anti-acetyl-lysine; with virally co-expressed GCN5 acetyltransferase | inhibition, % at 15.6 µM | 0.17% of 350,000 active | AID 651687;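 active means every replicate shows inhibition of at least 40%; inconclusive means mean inhibition at least 40% but some replicate below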;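 further: 0% = neutral control wells and 100% = positive control wells; some results beyond the cut were filed as inactive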
ERAP1 HTS inh: inhibitors of human ERAP1 aminopeptidase; Q9NZ08; recombinant ERAP1, Leu-AMC fluorescence, 60 min; inhibition, % at 10.7 µM; 0.15% of 340,000 active; AID 652197;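 active means mean replicate inhibition of at least 30%, or all replicates individually reaching that 30% level; inactive means mean below 30% and not every replicate reaching it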;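 further: 0% = neutral control wells and 100% = L-leucinethiol positive control wells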
Target sequence (Q9NZ08 whole entry, looked up): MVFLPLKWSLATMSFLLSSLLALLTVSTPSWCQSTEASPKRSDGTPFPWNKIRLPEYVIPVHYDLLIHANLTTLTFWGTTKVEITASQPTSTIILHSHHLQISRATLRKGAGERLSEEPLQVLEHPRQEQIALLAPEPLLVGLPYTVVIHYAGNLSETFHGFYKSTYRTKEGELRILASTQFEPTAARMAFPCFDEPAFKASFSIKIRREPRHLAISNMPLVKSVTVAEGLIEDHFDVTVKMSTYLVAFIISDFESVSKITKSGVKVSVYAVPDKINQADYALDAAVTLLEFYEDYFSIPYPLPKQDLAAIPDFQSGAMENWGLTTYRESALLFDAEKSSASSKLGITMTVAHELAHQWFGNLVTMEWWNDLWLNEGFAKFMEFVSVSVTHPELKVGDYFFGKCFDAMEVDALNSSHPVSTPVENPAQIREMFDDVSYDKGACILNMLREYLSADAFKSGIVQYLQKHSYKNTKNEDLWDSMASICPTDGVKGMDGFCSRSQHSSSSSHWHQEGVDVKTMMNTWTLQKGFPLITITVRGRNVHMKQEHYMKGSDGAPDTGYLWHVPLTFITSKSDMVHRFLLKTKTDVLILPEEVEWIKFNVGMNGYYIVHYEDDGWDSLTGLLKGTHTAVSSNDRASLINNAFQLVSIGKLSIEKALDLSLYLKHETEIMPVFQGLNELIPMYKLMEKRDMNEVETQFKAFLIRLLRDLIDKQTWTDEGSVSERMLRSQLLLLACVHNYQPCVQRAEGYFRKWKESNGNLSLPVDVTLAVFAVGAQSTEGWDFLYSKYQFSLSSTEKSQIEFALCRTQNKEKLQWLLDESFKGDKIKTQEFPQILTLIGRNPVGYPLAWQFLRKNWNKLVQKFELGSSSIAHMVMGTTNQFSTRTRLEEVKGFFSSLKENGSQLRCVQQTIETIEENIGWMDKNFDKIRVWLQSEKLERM
miR122 inh: blocks miR-122 activity in Huh7 sensor cells; Huh7 miR-122 Renilla luciferase sensor, 48 h; neutral wells = 0, positive control = 100; activation (reporter increase), % at 12.5 µM; 0.3% of 340,000 active; AID 602342;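 active means mean replicate activation score at least 90 and every replicate individually at or above 90; inconclusive means only one of the two criteria met; inactive means neither criterion met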;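 further: higher luciferase means less miR-122 activity so hits act as miR-122 inhibitors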
RAD54 inh: inhibitors of human RAD54 branch migration | 0.14% of 360,000 active | Q92698 | AID 602329 | inhibition, % at 10.4 µM | RAD54 Holliday junction branch migration, FAM/BHQ fluorescence;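 active means mean normalized replicate activity at least 40 and at least half of replicates scoring 40 or more; inconclusive means only one of the two criteria met; inactive means mean below 40 and under half of replicates reaching 40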;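 further: 0% = median of neutral control wells and 100% = median of positive control wells; inhibitors cause a drop in the FAM fluorescence signal; in these data hits start at about 50%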
Cneo AK release: causes C. neoformans cell lysis. adenylate kinase release luminescence, 4 h; normalised: neutral wells 0, clomiphene wells 100. lysis activity, % at 15 µM. 0.2% of 360,000 active. AID 651654;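 active means mean lysis activity across replicates of at least 80%, whatever share of replicates individually reach that level; inactive means mean lysis activity below 80%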
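Assay system: Cryptococcus neoformans yeast cells / Dosing: single-point compound dose / Timing: 4 h at 37 °C static, read 1 h later / Measured by: luminescence of released adenylate kinase using an AK detection reagent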
E-selectin induc: induces E-selectin expression in human endothelial cells; 0.37% of 260,000 active; activation, % at 7.58 µM; HUVEC E-selectin immunofluorescence imaging; normalized: neutral wells 0, TNF-alpha wells 100; P16581;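 active means mean E-selectin-positive cell signal at least 10% of the positive control, reached in at least 60% of replicates, without over 20% cell loss; inconclusive means no rule given, readout overlaps actives, possibly toxicity-flagged; inactive means the rest, including those meeting only one limit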;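 further: in these data hits start at about 27%; measured in HUVEC primary endothelial cells; signal is the percent of cells scored E-selectin positive by PE staining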
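Material: HUVEC primary endothelial cells; Amount: 3,000 cells per well; Dosing: single concentration; Medium: EGM-2 growth medium on 0.1% gelatin-coated wells; Read-out basis: percent E-selectin-positive cells; Signal: immunofluorescence imaging; Control set: TNF-alpha, DMSO.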
RAD52 inh: blocks human RAD52 DNA annealing. 0.46% of 360,000 active. P43351. inhibition, % at 18.7 µM. recombinant RAD52 DNA annealing, FRET fluorescence. AID 651710;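 active means every replicate showing at least 50% inhibition; inconclusive means mean inhibition at least 50% but not in every replicate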
PglD inh: inhibitors of Campylobacter jejuni PglD acetyltransferase; 0.098% of 360,000 active; purified PglD enzyme, DTNB colorimetric CoA detection; AID 602405; inhibition, % at 12.5 µM; in the data active means inhibition above about 16%, passing the limit was not always enough; inconclusive means no clear call, values can overlap the other calls; further: strong numbers were not always called active
Numbers without * were called inactive; ? = inconclusive; / = no result given; & = joins results of further samples; [ ] = another dose, or the depositor's remark.

SMILES | PGC1a acetyl inh | ERAP1 HTS inh | miR122 inh | RAD54 inh | Cneo AK release | E-selectin induc | RAD52 inh | PglD inh
COCCCNC(=S)N1CCN(C(c2ccccc2)c2ccccc2)CC1 | -3 | -3 | -5 | 2 | 0 | 1.0 | -13 | 11
C[C@@H]1CN([C@@H](C)CO)C(=O)CCCn2nncc2CO[C@H]1CN(C)C | -2&-2 | 0&-1 | 4 | -7&6 | 0&-3 | 2.1&0.0 | -19&-2 | 1&0
CCN(CC)S(=O)(=O)c1cc(C(=O)N(C)CC(=O)Nc2ccc(Cl)cc2)ccc1Cl | / | 1 | 168* | / | / | -0.1 | -10 | /
NC(=O)c1ccccc1NC(=O)CSc1cn[nH]n1 | 0 | -3 | -2 | / | / | / | 1 | /
COc1ccc(C#Cc2cccc(-c3nc(C(=O)O)cc4c3[C@@H](CCO)N(S(=O)C(C)(C)C)C4)c2)cc1OC (stereo partly drawn) | / | -9 | / | -10 | 0 | 0.1 | -56 | 4
Cc1cc(C)nc(-n2nc(C)cc2NC(=O)CN2CCCC2)n1 | 7 | 0 | -17 | / | / | 0.7 | -15 | /
Cc1ccc(NCCc2ccc(C)nc2)cc1 | -5 | / | 2 | -4 | 0 | / | / | 6
CCN(CC)C(=O)c1[nH]cnc1C(=O)N[C@@H](C)C(=O)OC(C)(C)C | -1 | / | 6 | -12 | 3 | -0.1 | -12 | 0
O=C(Oc1ccccc1)c1ccc(NC(=O)c2ccco2)cc1 | -1 | -4 | -6 | 0 | 2 | 0.1 | -3 | 6
O=C(CSc1nnnn1C1CCCCC1)N1c2ccccc2Sc2ccccc21 | / | / | 24 | 4 | 0 | / | / | -1
CCOC(=O)C1=CCN(S(=O)(=O)c2ccccc2C)C1c1ccc(C)cc1 (stereo not drawn) | -17 | -1 | 1 | -2 | 5 | -0.1 | -11 | -3
CCCC#Cc1ccc2c(c1)COc1c3ccccc3nn1-2 | -3 | 0 | 8 | 1 | -7 | 0.2 | -16 | -2
CCCCn1c(-c2nonc2N)nc2ccccc21 | -33 | / | 6 | -15 | 10 | / | / | /
O=C(C=Cc1ccc2c(c1)OCO2)OCC=Cc1ccc2c(c1)OCO2 | 5 | -2 | 1 | -7 | 3 | 0.0 | -4 | -2
Cc1ccc(C(=O)N(c2c(C)n(C)n(-c3ccccc3)c2=O)C(C)C)cc1 | / | -2 | 0 | 1 | -9 | / | -1 | -5
CCCN1CCC(=O)N([C@H](CSc2ccccc2)Cc2ccccc2)CC1 | -25 | / | 4 | -7 | -4 | 0.3 | -5 | 3
Cn1nnnc1Sc1ncnc2scc(-c3cccc(S(C)(=O)=O)c3)c12 | -51 | 5 | -14 | -11 | 1 | 1.6 | -6 | 5
Cc1ccc(S(=O)(=O)N[C@@H]2CC[C@@H](CCn3cc(-c4ccccc4F)nn3)O[C@H]2CO)cc1 | -10 | 1 | / | 1 | 1 | -0.8 | 5 | 5
CCC/C(=N\NC(=O)C1CC1)c1ccccc1 | 12 | 3 | -3 | -9 | 2 | -0.2 | 6 | -5
C[C@@H]1CCCCO[C@@H](CN(C)CC2CC2)[C@H](C)CN([C@H](C)CO)C(=O)c2cc(NC(=O)Nc3ccc(F)cc3)ccc2O1 | -1 | 0 | -1[16.7 µM] | 4 | -3 | -0.1 | 35 | -3

In another format: entries from further up
smiles	PGC1a acetyl inh	ERAP1 HTS inh	miR122 inh	RAD54 inh	Cneo AK release	E-selectin induc	RAD52 inh	PglD inh
COc1ccc(C#Cc2cccc(-c3nc(C(=O)O)cc4c3[C@@H](CCO)N(S(=O)C(C)(C)C)C4)c2)cc1OC (stereo partly drawn)	/	-9	/	-10	0	0.1	-56	4
CCOC(=O)C1=CCN(S(=O)(=O)c2ccccc2C)C1c1ccc(C)cc1 (stereo not drawn)	-17	-1	1	-2	5	-0.1	-11	-3
COCCCNC(=S)N1CCN(C(c2ccccc2)c2ccccc2)CC1	-3	-3	-5	2	0	1.0	-13	11

(cont.)
SMILES | PGC1a acetyl inh | ERAP1 HTS inh | miR122 inh | RAD54 inh | Cneo AK release | E-selectin induc | RAD52 inh | PglD inh
OC[C@H]1[C@H](c2ccc(C#Cc3ccccc3)cc2)[C@@H]2CN(Cc3cncnc3)CCCCN12 | -3 | / | 9[16.7 µM] | 7 | -1 | -0.1 | -6 | 0
O=C(O)C1=C[C@H](c2ccc3c(c2)OCO3)C[C@H](OCCCCO)O1 | 1&-11 | -1&0&0 | -4 | -3&15 | -6&0&-4 | 0.2 | -5&0&-12 | -1&-2
O=C(N[C@@H]1CC[C@H](CCn2cc(Cc3ccccc3)nn2)O[C@H]1CO)c1cnccn1 | 3 | 0 | / | 3 | 2 | -0.2 | -10 | 0
COc1cccc2c(C)cc(N3CCCCCC3)nc12 | 6 | 1 | -5 | 6 | 1 | / | -13 | 0
CCOc1ccc(N(CC(=O)NCCSCc2ccc(C)cc2)S(C)(=O)=O)cc1 | / | -3 | / | -14 | 0 | 0.0 | -8 | 3
O=C(COc1ccccc1)N1CCN(c2ccc([N+](=O)[O-])c(N3CCCCC3)c2)CC1 | 7 | 5 | / | 7 | 0 | / | -1 | -7
CCc1ccc(OCC(=O)Nc2nnc(-c3ccco3)s2)cc1 | 1 | 1 | -4 | -5 | 3 | / | -21 | 3
O=C(NCc1ccccc1CN1CCCC1)C1CCN(S(=O)(=O)c2ccc(F)c(F)c2)CC1 | 2 | -1 | 0 | 10 | 1 | 1.4 | -28 | -2
O=C(O)CN1C(=O)NC2(CCc3ccccc32)C1=O (stereo not drawn) | -7 | -4 | 4 | -17 | -2 | 0.2 | -1 | -6
C[C@@H]1CN([C@H](C)CO)C(=O)c2cccc(NC(=O)Nc3ccc(F)cc3)c2O[C@@H]1CN(C)S(=O)(=O)c1ccc(F)cc1 | 2 | 0 | 1[16.7 µM] | -3 | -6 | -0.1 | 2 | 1
CCOC(=O)c1[nH]c(C)c(C(=O)N2CCN(c3ccc(F)cc3)CC2)c1C | -14 | / | 4 | -1 | 1 | / | / | 2
COc1cc(NC(=O)c2cc3c(CO)cnc(C)c3oc2=Nc2cccc(C(N)=O)c2)cc(OC)c1 | / | -2 | / | 14 | 1 | ? | -13 | 4
C[C@@H]1CN([C@@H](C)CO)C(=O)c2cccc(NC(=O)C3CCCCC3)c2O[C@@H]1CN(C)CC1CCCCC1 | ? | 0 | -3[16.7 µM] | 2 | 8 | 1.0 | -12 | 2
COc1ccccc1NC(=S)NC1CC2CCC1C2 (stereo not drawn) | -10 | -2 | 6 | -3 | 6 | 1.1 | -13 | 3
O=S(=O)(c1ccccc1)c1nc(-c2cccs2)oc1NCC1CCCO1 (stereo not drawn) | -4 | / | 9 | 0 | 0 | / | / | -4
CC(=O)c1cccc(NC(=O)c2ccc(Br)o2)c1 | -1 | / | 11 | 10 | -1 | / | / | 5
CC(Sc1nnc2ccccn12)C(=O)Nc1ncc(Cl)cc1Cl (stereo not drawn) | 21 | / | -6 | -6 | 2 | / | / | -5
O=C1N=c2ccccc2=C1c1c(O)[nH]c2c(C(F)(F)F)cccc12 | / | 1 | -3 | 0 | -1 | / | -7 | 2
CCCn1c(N)c(N(CCOC)C(=O)c2ccc(S(=O)(=O)N3CCOCC3)cc2)c(=O)[nH]c1=O | / | -4 | / | 5 | 1 | / | -10 | 0
COc1cc(OC)c(C(=O)Nc2cccc(C(C)=O)c2)cc1OC | 5 | / | 0 | 17 | -2 | / | / | -15

One compound at a time, as listed above:
O=C1N=c2ccccc2=C1c1c(O)[nH]c2c(C(F)(F)F)cccc12 as listed: PGC1a acetyl inh = /; ERAP1 HTS inh = 1; miR122 inh = -3; RAD54 inh = 0; Cneo AK release = -1; E-selectin induc = /; RAD52 inh = -7; PglD inh = 2
Cc1ccc(C(=O)N(c2c(C)n(C)n(-c3ccccc3)c2=O)C(C)C)cc1 as listed: PGC1a acetyl inh = /; ERAP1 HTS inh = -2; miR122 inh = 0; RAD54 inh = 1; Cneo AK release = -9; E-selectin induc = /; RAD52 inh = -1; PglD inh = -5

An excerpt from above, limited to PglD inh.
structure | PglD inh
O=C(Oc1ccccc1)c1ccc(NC(=O)c2ccco2)cc1 | 6
COc1ccc(C#Cc2cccc(-c3nc(C(=O)O)cc4c3[C@@H](CCO)N(S(=O)C(C)(C)C)C4)c2)cc1OC (stereo partly drawn) | 4
Cc1ccc(NCCc2ccc(C)nc2)cc1 | 6

New compounds follow.
SMILES | PGC1a acetyl inh | ERAP1 HTS inh | miR122 inh | RAD54 inh | Cneo AK release | E-selectin induc | RAD52 inh | PglD inh
CS(=O)(=O)N(CC(=O)N1CCCC1)c1ccccc1F | / | -3 | / | 0 | 1 | 0.2 | -5 | 0
CC(C)(C)OC(=O)[C@H](CCCCN)NC(=O)c1nc[nH]c1C(=O)N[C@@H](CCCCN)C(=O)OC(C)(C)C | 4 | -2 | 2 | -8 | -2 | -0.1 | 3 | 4
Cc1ccc(C2C=C(c3ccccc3OC(F)F)Nc3ncnn32)cc1 (stereo not drawn) | 0 | / | 3 | -1 | 0 | / | / | -3
CO[C@@H]1CN(C)C(=O)c2cc(NC(=O)NC(C)C)ccc2OC[C@@H](C)N(Cc2cncnc2)C[C@@H]1C | 8 | / | 4[16.7 µM] | -12 | -3 | 0.1 | / | 8
O=C(C[C@H]1C[C@H]2c3cc(NC(=O)Nc4ccccc4F)ccc3O[C@H]2[C@@H](CO)O1)NCCc1ccccc1 | -11 | 0 | -5[16.7 µM] | 7 | 23 | 0.2 | 7 | 0
Cc1cc(Nc2ccccc2)n(CCC#N)n1 | / | 2 | / | 1 | 2 | / | -3 | -4
COc1cc(C(=O)N(Cc2cccnc2)Cc2cc3cc4c(cc3[nH]c2=O)OCCO4)cc(OC)c1OC | 4 | / | -13 | -9 | -4 | / | / | 0
CC(=O)c1cccc(NS(=O)(=O)N(C)C)c1 | -6 | / | -3 | -4 | -1 | / | / | -4
COc1cc(OC)c(OC)cc1CN1CCN(Cc2cccc(F)c2)CC1 | / | -1 | / | 7 | -1 | -0.2 | -6 | -1
CCN(CC)C(=O)C1=C(C)N(Cc2ccc(F)cc2)C(=O)C(CC(=O)NCCc2ccccn2)C1 (stereo not drawn) | -6 | / | 2 | -2 | -2 | -9.6 | -5 | 0
Cc1nnc(SCC(=O)N2c3ccccc3Sc3ccccc32)n1N | 2 | 3 | 0 | 3 | 0 | / | 0 | -1
O=C(NC1CCCCC1)Sc1ccc(Cl)cc1 | -6 | / | -7 | -5 | 0 | / | / | 2
N#CC(c1ccc(O)cc1)N1CCCCC1 (stereo not drawn) | 11 | / | -7 | 0 | 0 | 1.3 | / | 5
O=C(COC(=O)/C=C/c1ccccc1Cl)NC(=O)NCc1ccccc1 | -3 | -1 | -9 | -7 | -1 | -0.4 | -9 | -7
CCCN1[C@@H]2c3ccc(/C=C/c4ccccc4)c(=O)n3C[C@@H]2[C@@H](CO)[C@@H]1C(=O)NCC1CC1 | -21 | 0 | 12[16.7 µM] | -2 | 2 | -0.3 | -63 | 7
O=C([C@H]1[C@H](CO)[C@H]2Cn3c(ccc(-c4ccccc4)c3=O)[C@H]2N1CCC(F)(F)F)N1CCOCC1 | / | -1 | -7[16.7 µM] | -9 | -2 | -0.9 | 2 | 4
CN(C)c1ccc(NC(=O)CN2CCN(S(=O)(=O)c3cc(Cl)ccc3Cl)CC2)cc1 | 1 | / | 2 | 1 | 2 | / | / | -4
